Bioassay records from PubChem.
NR2E3 ag-1 – NR2E3 agonists in two-hybrid cells, primary screen, cell-based, luminescence, CHO-S, Gal4-NCOR/VP16-NR2E3; AID 602229, 2012; luciferase; inhibition of corepressor binding, % at 3.98 µM; 360,000 tested, 0.35% active;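 active means inhibition above the mean of all tested compounds plus 3 SD, cut at about 70% in these data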;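 further: 0% = DMSO with NR2E3 transfected cells and 100% = cells lacking NR2E3 construct; higher means lower luciferase signal from less NR2E3 corepressor binding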
Target sequence (Q9Y5X4 whole entry, looked up, the tested form may be a part): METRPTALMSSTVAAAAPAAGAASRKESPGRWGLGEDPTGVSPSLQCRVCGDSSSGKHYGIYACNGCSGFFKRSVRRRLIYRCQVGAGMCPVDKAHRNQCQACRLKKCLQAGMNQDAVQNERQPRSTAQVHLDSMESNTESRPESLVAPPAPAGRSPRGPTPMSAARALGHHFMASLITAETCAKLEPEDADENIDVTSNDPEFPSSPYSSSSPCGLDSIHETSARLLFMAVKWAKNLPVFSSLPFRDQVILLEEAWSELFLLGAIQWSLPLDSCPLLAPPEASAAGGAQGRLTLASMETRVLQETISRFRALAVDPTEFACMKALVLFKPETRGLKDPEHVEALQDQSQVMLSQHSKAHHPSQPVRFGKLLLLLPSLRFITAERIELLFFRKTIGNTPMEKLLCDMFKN
Shn3 3UTR inh – reduction of Shn3 3'UTR firefly luciferase signal, primary screen, Schnurri-3 inhibitor project, cell-based, Clone20 osteoblasts, set 2 | Clone20 osteoblast Shn3 3'UTR firefly luciferase, 24 h | inhibition, % at 12.5 µM | 360,000 tested, 0.52% active | AID 588674, 2011;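 active means mean inhibition of at least 75% with every replicate also reaching 75%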;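 further: 0% = median of neutral control wells and 100% = pilot-screen positive control compound; some compounds past the cut are filed as inactive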
NR2E3 ag-2 – inhibitors of NR2E3-RetCOR corepressor binding, primary screen, NR2E3 agonist project, biochemical, TR-FRET, GST-NR2E3, biotin-RetCOR. Photoreceptor-specific nuclear receptor (Homo sapiens), Q9Y5X4. 1536-well. inhibition of corepressor binding, % at 4.78 µM. 320,000 tested, 0.12% active. AID 2300, 2010;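 active means percent inhibition above the cutoff of mean plus 3 SD of all tested compounds, set per screening campaign, cut at about 20% in these data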;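 further: 0% = DMSO wells and 100% = biotin wells as full block of FRET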
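System: GST-NR2E3 and biotin-RetCOR proteins; probe or stimulus: 7 nM biotin-RetCOR; doses: compound at 4.8 µM, single dose; schedule: Compound–protein incubation for 5 h at 4 °C; detection: time-resolved FRET; read-out: percent inhibition; controls: biotin wells as high control, 0.6% DMSO wells as low control; format: 1536-well plates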
Peg3 prom inh – Peg3 promoter-driven luciferase inhibitors, primary screen, cell-based, HeLa, luciferase luminescence | HeLa PEG-Prom luciferase reporter, overnight | inhibition, % at 20 µM | 360,000 tested, 1.7% active | AID 588405, 2011;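 active means inhibition of at least 50% at 20 µM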
HIF-2a block – HIF-2a reporter inhibitors, primary screen, luminescence, 786-0 RCC cells; 786-0 RCC cells HIF-2a reporter, luciferase luminescence, overnight; inhibition, % at 18.8 µM; 360,000 tested, 0.72% active; AID 624352, 2012;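 active means inhibition of the luminescence signal of 40% or more relative to plate controls, in a single-dose primary screen at 18.75 µM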
aDG glyco up – activators of alpha-DG glycosylation, primary screen, uHTS, Pro5-aDG cells, AlphaScreen; alpha-DG glycosylation AlphaScreen (IIH6); 0% Pro5, 100% B10-LARGE cell signal; activation, % at 10 µM; 360,000 tested, 0.22% active; AID 624168, 2012;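 active means activation of at least 8% versus controls, or a plate z-score of at least 8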;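 further: Pro5 are CHO cells carrying HIG-tagged alpha-DG that lacks glycosylation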
CF NFkB inh – inhibitors of PAF-induced NF-kB signaling, primary screen, cell-based, GFP fluorescence, uHTS. KKLEB NF-kB-GFP reporter, GFP fluorescence overnight. inhibition, % at 5 µM. 360,000 tested, 0.86% active;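 active means at least 50% inhibition at 5 µM, scaled per plate between neutral and stimulator controls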;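 further: PAF is a Pseudomonas aeruginosa culture filtrate used as stimulus; plate controls were PAF-stimulated DMSO wells for no effect and unstimulated DMSO wells for full effect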
TWEAK Fn14 block – inhibitors of TWEAK-Fn14 signaling, primary screen, luciferase reporter cells, uHTS; TWEAK-stimulated Fn14 reporter cells, luciferase luminescence, 8 h; inhibition, % at 10 µM; 360,000 tested, 2% active; AID 1159606, 2016; in the data active means inhibition above about 50%
TRPM1 prom inh – inhibitors of MITF-dependent TRPM1 promoter reporter, primary screen, cell-based, SK-MEL-5, single point, luciferase | AID 488899, 2010 | SK-MEL-5 TRPM1 promoter luciferase, 24 h | inhibition, % at 12.5 µM | 330,000 tested, 0.83% active;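 active means mean inhibition across replicates of 60% or more, whatever share of single replicates reaches that level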; further: values of inactives mirror those of a sister screen read the other way
KKLEB cytotox – cytotoxicity in KKLEB CF airway cells, primary screen, cytotoxicity control for CF NF-kB inhibitor project, cell-based, uHTS, fluorescence assay plates; 360,000 tested, 0.36% active; AID 602141, 2011; KKLEB CF airway cells viability, ATPlite luminescence, overnight; stronger effect = lower value; cells stimulated with P. aeruginosa culture filtrate; activity change (cytotoxicity), % at 5 µM;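 active means corrected activity change at or below -50% at 5 µM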
iPSC survival up – enhancers of single-cell hiPSC survival, primary screen, ATPlite luminescence | 100% = ROCK inhibitor wells, 0% = DMSO | survival enhancement, % at 20 µM | 360,000 tested, 0.044% active | AID 602274, 2012; in the data active means survival enhancement above about 18%;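 further: cells exposed to compounds for 16 hours before the ATP read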
* hit, by the source's call; . = no result given.

SMILES	NR2E3 ag-1	Shn3 3UTR inh	NR2E3 ag-2	Peg3 prom inh	HIF-2a block	aDG glyco up	CF NFkB inh	TWEAK Fn14 block	TRPM1 prom inh	KKLEB cytotox	iPSC survival up
Cc1ccc(-c2nc3c(c(=O)c4ccccc4n3C)c(=O)n2-c2ccc(F)cc2)cc1	-26.6	21.8	1.5	4.6	11.9	0.1	-4.9	-47.6	12.1	0.0	-0.2
COc1ccccc1C1CCN(C(=O)c2cccc([N+](=O)[O-])c2)CC1	9.0	26.4	-2.5	16.1	14.1	-0.2	-1.8	1.0	7.9	-3.4	0.7
CCOc1ccc(C2C=C(c3ccccc3)Nc3nnnn32)cc1 (centres undefined)	-96.9	-63.7	1.1	-295.1	-204.4	1.3	8.3	-3.2	-58.9	-1.5	-1.8
O=C(NCc1ccccc1)c1cc(-c2cccc(O)c2)on1	-63.2	-1.8	-0.1	-236.0	-214.1	-0.3	-50.2	-29.2	.	14.5	-0.3
CCCC(c1nnnn1CCOC)N1CCN(Cc2ccccc2)CC1 (centres undefined)	-2.9	-0.3	1.3	10.9	11.9	0.4	9.2	-17.9	7.2	-8.1	0.6
Cc1cc(-n2c(C)cc(C(=S)N3CCOCC3)c2C)ccc1Br	-7.7	-0.3	-3.6	11.3	-5.6	-0.1	-16.6	-3.4	-7.8	14.3	-2.6
O=C(NCC1COc2ccccc2O1)C1C2C=CC3(CN(Cc4ccccc4Cl)C(=O)C13)O2 (centres undefined)	-16.1	4.9	2.2	7.9	8.9	0.2	-12.8	-4.7	2.9	9.5	-3.6
Cc1cc(C)n(-c2nc3ccccc3nc2N2CCN(S(=O)(=O)c3cccc(C#N)c3)CC2)n1	-1.6	-9.9	4.1	22.8	19.5	0.4	-3.3	-2.0	12.3	-1.1	-0.2
CSCCC(C(=O)OC1CCOC1=O)N1C(=O)c2ccccc2C1=O (centres undefined)	13.5	16.6	0.5	7.6	16.4	0.1	-32.5	-3.9	-0.9	-18.1	-1.0
O=C(NC(C(=O)N/N=C/c1ccncc1)c1n[nH]c(=O)c2ccccc12)c1ccccc1 (centres undefined)	22.5	.	3.2	1.4	10.4	0.0	-7.1	-7.8	5.0	7.9	-0.4
CCCCn1c(N)c(N(CCOC)C(=O)COC(=O)C(C)(C)Oc2ccc(Cl)cc2)c(=O)[nH]c1=O	-0.1	-14.9	-3.9	-7.6	5.3	-0.2	5.5	0.9	-3.8	14.3	-0.6
COc1ccc(CNS(=O)(=O)c2ccc(-c3ccc(=O)[nH]n3)o2)cc1	-18.4	-3.2	-1.4	-1.2	1.7	0.1	11.3	-9.8	-11.0	-1.5	1.2
CC1C(=O)CCN(C(C)(C)C)C1C (centres undefined)	-2.4	-0.8	1.1	-6.7	5.6	1.9	-0.2	1.9	-4.4	-7.7	2.0
CCOC(=O)C=Cc1ccc(C(=O)OCC)[nH]1	-53.3	-4.9	.	-47.0	-78.7	-0.1	-5.3	-13.9	.	-0.5	1.5
CN(C)S(=O)(=O)c1cccc(C(=O)Nc2ccccc2C(=O)NC2CC2)c1	-9.7	-1.6	.	21.7	0.5	-0.2	15.0	9.8	7.5	-30.9	3.0
CCOc1ccccc1OCCCC(=O)NC1=NCCS1	12.8	-0.6	2.8	3.4	-1.8	-0.1	4.7	-54.7	5.7	0.7	0.5
CC(=O)Nc1ccc(S(=O)(=O)NCC(=O)OCC(=O)N2CCN(c3ccccc3)CC2)cc1	19.3	-15.0	-1.6	7.2	-7.6	-0.1	4.3	-1.6	-0.1	1.9	5.8
CC(=O)Nc1nc(-c2cccc3ccccc23)cs1	5.7	-3.3	-2.8	-45.7	-63.1	0.0	-23.0	-4.1	3.2	-1.1	1.3
CC(=O)N(C)c1ccc(NC(=O)c2ccco2)cc1	-35.1	-20.5	0.4	-84.2	-145.8	-0.3	-23.9	10.1	-32.9	2.1	-3.9
O=C(/C=C/c1ccco1)Nc1ccc2c(c1)OCCO2	-150.3	-3.6	0.4	-150.9	-93.1	0.0	-1.7	33.3	-75.5	2.9	-0.8

Just NR2E3 ag-1, KKLEB cytotox and Peg3 prom inh, for 2 of the compounds above:
SMILES | NR2E3 ag-1 | KKLEB cytotox | Peg3 prom inh
CCOc1ccccc1OCCCC(=O)NC1=NCCS1 | 12.8 | 0.7 | 3.4
CC(=O)Nc1ccc(S(=O)(=O)NCC(=O)OCC(=O)N2CCN(c3ccccc3)CC2)cc1 | 19.3 | 1.9 | 7.2

(more compounds)
SMILES	NR2E3 ag-1	Shn3 3UTR inh	NR2E3 ag-2	Peg3 prom inh	HIF-2a block	aDG glyco up	CF NFkB inh	TWEAK Fn14 block	TRPM1 prom inh	KKLEB cytotox	iPSC survival up
CS(=O)(=O)NCCC1=CCCCC1	-18.4	-7.0	0.8	8.2	3.6	0.2	25.1	-12.7	9.4	-9.6	-1.1
CC(C)(C)c1ccc(OCC(O)CN2CCc3ccccc3C2)cc1 (centres undefined)	85.3*	18.9	2.6	29.8	17.0	0.1	13.2	-19.4	.	-11.6	0.1
COc1ccc(S(=O)(=O)NCC2CCC(C(=O)NCC(OC)OC)CC2)cc1 (centres undefined)	-6.7	-15.9	3.5	2.8	3.1	0.1	3.5	-5.3	10.0	13.7	-0.7
Cc1cc(C)cc(C(=O)NCC(=O)NCc2ccc(S(N)(=O)=O)cc2)c1	-4.1	-45.5	.	5.8	22.0	0.1	-10.3	-0.2	13.1	-0.1	-0.1
O=S(=O)(NCCc1ccccc1)c1ccc(F)cc1Br	-22.6	-0.4	.	-30.4	-22.2	0.1	-12.1	8.9	-16.4	4.1	-0.7
COc1ccc(CCN(C)C(=S)Nc2cccc(C)c2)cc1OC	14.0	-4.4	4.0	13.8	0.1	0.0	3.6	1.2	-5.5	-1.8	0.5
O=C(Cn1nnc(-c2ccccc2)n1)N=Nc1c(O)[nH]c2ccccc12	-11.5	4.0	1.1	6.5	2.3	0.1	1.3	7.4	15.4	-1.9	2.7
CCOC(=O)N1CCC(NC(=O)c2cccn3c(=O)c4cc(Br)ccc4nc23)CC1	-14.1	-0.3	-1.2	9.9	-2.1	0.3	-30.9	-31.2	-0.8	4.6	-1.5
O=C(Nc1sccc1C(=O)NCc1ccco1)c1cccnc1	-22.4	16.3	6.6	14.8	-20.7	0.5	5.6	12.8	0.3	2.2	1.9
O=C1OC(N2CCN(Cc3ccccc3)CC2)c2ccccc21 (centres undefined)	9.2	23.8	0.8	5.9	5.1	-0.1	-1.0	-6.5	-8.1	0.8	0.6
Cc1cc(C)n(-c2ccc(C(=O)Nc3ccccn3)cc2)n1	-137.8	-35.9	0.2	-99.8	-157.1	-0.1	19.9	45.5	-45.9	-9.4	-3.6
Cc1cc(C)nc(NC(N)=NC2CCCCC2)n1	-9.0	4.6	0.2	24.3	28.0	0.1	-7.8	-20.2	13.8	-0.4	-1.6
O=C1c2cnc3nc(SCc4ccccc4)nn3c2CC2c3ccccc3CCN12 (centres undefined)	-16.2	19.1	-3.4	6.3	8.5	-0.1	-23.3	-11.8	-2.2	1.6	2.3
Cn1c(Cn2cnc(Cl)c2Cl)nc2ccccc21	-6.1	7.4	3.7	8.4	15.0	0.0	1.3	-15.8	0.9	5.7	-2.3
Cc1nn(C)c(C)c1S(=O)(=O)N1CCC(C(=O)NC2CCCCC2)CC1	-26.6	0.4	2.1	-9.7	2.8	-0.3	5.2	3.1	7.3	-12.1	-2.8
CCOC(=O)C1CCCN(C(=O)CN2C(=O)c3ccccc3C2=O)C1 (centres undefined)	9.0	3.7	0.3	-1.0	6.7	-0.2	17.5	-7.5	15.5	1.0	3.9
Cn1c(-c2cnn(-c3ccccc3)c2N)n[nH]c1=S	-3.2	8.1	-3.3	2.1	-11.2	0.1	5.3	-20.3	.	8.1	1.6
CCc1c(C)nc2c(Br)cccc2c1SCCC#N	-28.3	21.7	0.8	15.1	25.0	0.4	34.4	27.2	-7.3	-13.3	3.7
O=C(COC(=O)/C=C/c1ccc(F)cc1)NC1CCS(=O)(=O)C1 (centres undefined)	3.1	0.1	.	7.8	7.7	-0.1	3.2	2.7	10.8	5.1	-0.3
COC(=O)C1(C)NC(c2ccc(O)cc2)C2C(=O)N(c3ccccc3)C(=O)C21 (centres undefined)	-15.7	-5.8	4.3	-0.8	8.9	-0.1	13.9	12.0	8.3	-0.9	-0.5

An excerpt of these results, with values under each structure.
Every second line gives: NR2E3 ag-1	Shn3 3UTR inh	NR2E3 ag-2	Peg3 prom inh	HIF-2a block	aDG glyco up	CF NFkB inh	TWEAK Fn14 block	TRPM1 prom inh	KKLEB cytotox	iPSC survival up
> Cc1cc(C)cc(C(=O)NCC(=O)NCc2ccc(S(N)(=O)=O)cc2)c1
    -4.1	-45.5	.	5.8	22.0	0.1	-10.3	-0.2	13.1	-0.1	-0.1
> O=S(=O)(NCCc1ccccc1)c1ccc(F)cc1Br
    -22.6	-0.4	.	-30.4	-22.2	0.1	-12.1	8.9	-16.4	4.1	-0.7

Next records:
SMILES	NR2E3 ag-1	Shn3 3UTR inh	NR2E3 ag-2	Peg3 prom inh	HIF-2a block	aDG glyco up	CF NFkB inh	TWEAK Fn14 block	TRPM1 prom inh	KKLEB cytotox	iPSC survival up
O=[N+]([O-])c1ccc(S(=O)(=O)Nc2ccncc2)cc1	-20.2	3.0	-2.9	18.1	18.1	-0.1	14.4	5.4	-0.3	-7.4	-0.4
COc1ccc(-n2nc3c(c2NC(=O)c2ccccc2S(=O)(=O)C(F)F)CS(=O)(=O)C3)cc1	-20.1	4.7	-0.3	7.3	9.5	-0.1	6.4	4.8	-2.7	1.9	-0.4
CC1(C)C[C@@H]1C(=O)N/C(=C\CCCCSC[C@H](N)C(=O)O)C(=O)O	-1.5	4.0	-1.9	-13.0	-7.0	0.0	-29.1	-7.7	-5.6	-12.6	2.5
O=C(COc1ccccc1)Nc1nc(-c2ccncc2)cs1	2.5	26.1	2.8	-8.8	-6.2	2.5	34.7	19.4	-14.1	-38.4	34.3*
Cc1nc2ccc(Br)cn2c1C(=O)N/N=C\c1ccccc1[N+](=O)[O-]	-2.6	7.3	2.5	-4.0	5.2	0.2	-5.9	-6.1	-3.7	-2.5	0.3
CC(=O)NC(c1cccs1)c1cc([N+](=O)[O-])c2cccnc2c1O (centres undefined)	80.6*	-27.7	1.5	47.7	1.6	2.4	4.8	33.7	11.5	4.8	-0.8
O=NN(CCc1ccncc1)c1ccc(OCc2ccccc2)cc1	85.8*	83.1	-0.3	-10.6	-36.7	7.0	-13.8	28.9	12.8	17.4	1.9
